All columns: NCI-60 one-dose screen, growth in % after 48 h at 10 µM unless noted; 100 = growth as untreated, 0 = no growth, -100 = all killed.
MALME-3M = MALME-3M melanoma | 78,000 compounds, 5.8% hits
HS 578T = HS 578T breast cancer. 78,000 compounds, 4.1% hits. AID 1794788
UACC-62 = UACC-62 melanoma. 81,000 compounds, 5.4% hits
SK-MEL-2 = SK-MEL-2 melanoma; AID 1794763; 77,000 compounds, 4.7% hits
SK-MEL-28 = SK-MEL-28 melanoma; 81,000 compounds, 4.1% hits; AID 1794761
LOX IMVI = LOX IMVI melanoma | 79,000 compounds, 7.4% hits | AID 1794757
UACC-257 = UACC-257 melanoma; 78,000 compounds, 4.4% hits
SK-MEL-5 = SK-MEL-5 melanoma | 80,000 compounds, 6.4% hits
The depositor's hits bear a star; i = inactive; . = not tested or not shown; & = joins results of further samples; [ ] = another dose, or the depositor's remark. Rule for the calls: active = growth percent below 10; inactive = the rest.

Assay codes – A = MALME-3M; B = HS 578T; C = UACC-62; D = SK-MEL-2; E = SK-MEL-28; F = LOX IMVI; G = UACC-257; H = SK-MEL-5
COc1cc2c(cc1-c1c(C)noc1C)ncc1nc(C3CCCCC3)n(C3CCC(OC(F)F)CC3)c12 (configuration not stated)
  A: 42	B: 52	C: 22	D: 6.6*	E: 47	F: 18	G: 40	H: 9.8*

Brc1ccc(-c2csc(NN=C3c4ccccc4-c4ccccc43)n2)cc1
  A: 104	B: 99	C: 85	D: 113	E: 103	F: 90	G: 103	H: 100

CCOC(=O)c1cc(C(=O)c2cc(OC)c(OC)c(OC)c2)n2ccc(-c3cc[n+](CC(=O)c4cc(OC)c(OC)c(OC)c4)cc3)cc12
  A: 63	B: 69	C: 87	D: 101	E: 98	F: -44*	G: 93	H: 81

COc1ccc(/C=c2\c(=O)n(-c3ccccc3)c3nnc(-n4ncc(C#N)c4N)n23)cc1
  A: 87	B: 105	C: 93	D: 101	E: 105	F: 96	G: 110	H: 100

C[C@@H](C[C@H](CCOC(=O)N1CCOCC1)c1ccccc1)c1ccoc1
  A: 84	B: 90	C: 83	D: 105	E: 98	F: 103	G: 95	H: 87

COc1ccc(/C(C)=C(\c2ccc(Cl)cc2)c2ccc(OCCN3CCOCC3)cc2)cc1
  A: 99	B: 95	C: 92	D: 96	E: 95	F: 106	G: 96	H: 102

Cc1cc(C)n(C(=O)Cn2cnc3sc(C(N)=O)c(C)c3c2=O)n1
  A: .	B: 117	C: 100	D: i	E: 119	F: 96	G: 142	H: 106

CCCCCCCCCCCCCCCCC(Br)C(=O)O (configuration not stated)
  A: 98	B: .	C: 105	D: 94	E: 100	F: 106	G: 110	H: 103

COc1ccc(C(=O)N2NC(=O)/C(=C/c3cn(-c4ccccc4)nc3-c3ccccc3)N=C2c2ccccc2)cc1
  A: 105	B: 97	C: 93	D: .	E: 105	F: 99	G: 95	H: 105

Cc1c2c(cc3c1OCN(Cc1ccccc1)C3)OCN(Cc1ccccc1)C2
  A: 124	B: 95	C: 100	D: 98	E: 110	F: 90	G: 107	H: 94

O=C(NCCc1ccccc1O)c1cc2c(cc1[N+](=O)[O-])OCO2
  A: 100	B: 94	C: 96	D: 95	E: 103	F: 94	G: 96	H: 96

O=c1nc2sccc(-c3ccc(F)cc3)c-2s1
  A: 94	B: 98	C: 69	D: 96	E: 109	F: 100	G: 97	H: 100

Cc1ccc([I+]c2ccc(C)cc2)cc1
  A: 62	B: 94	C: 79	D: .	E: 88	F: 52	G: 67	H: 20

COC(=O)c1c(C)[nH]c2c3c(c(O)cc12)[C@H]1C[C@@H]2[C@@]4(C)CCCC(C)(C(=O)OC)[C@@H]4CC[C@@]32C=C1C(C)C (some centres not stated)
  A: 86	B: 99	C: 70	D: 99	E: 96	F: 89	G: 99	H: 98

COc1cc(/C=C\c2cc(/C=C\c3ccc(O)c(OC)c3)n(C(=O)Nc3ccccc3OC)n2)ccc1O
  A: 100	B: 98	C: 102	D: 87	E: 108	F: 99	G: 97	H: 107

O=C(CN1C(=O)/C(=C\c2ccccc2)SC1=S)Nc1ncc(Cc2ccc(Cl)cc2)s1
  A: 98	B: 89	C: 93	D: 101	E: 103	F: 95	G: 102	H: 100

O=C1/C(=C/c2ccc(-c3ccccc3C(F)(F)F)o2)SC(=S)N1CCc1ccc(O)cc1
  A: 32	B: 48	C: 47	D: 70	E: 69	F: 41	G: 67	H: 84

COC(=O)C(N)Cc1ccc(O)cc1 (configuration not stated)
  A: 93	B: 101	C: 89	D: 111	E: 108	F: 105	G: 101	H: 100

CCn1cc(C(=O)O)c(=O)c2cc(F)c(N3CCN(S(=O)(=O)c4ccc(Cl)cc4)CC3)cc21
  A: 24	B: 19	C: 21	D: 44	E: 45	F: 20	G: 29	H: 27

COc1cc(-c2cc3ncccc3c3[nH]c(=O)c4cccnc4c23)cc(OC)c1OC
  A: 55	B: 11	C: .	D: 45	E: 68	F: 42	G: 52	H: -5.2*

Cc1[nH]c2ccccc2c1/C=N/Nc1ncnc2sc3c(c12)CCN(CC(=O)O)C3
  A: 113	B: 98	C: 98	D: 116	E: 105	F: 95	G: 109	H: 99

C/C(=N\NC(=S)n1[nH]c(=O)c2ccccc2c1=O)c1ccc([N+](=O)[O-])cc1
  A: 98	B: .	C: 91	D: 113	E: 103	F: .	G: 84	H: 102

COc1ccc(/C=N/NC(=O)Cc2nc3ncccc3[nH]c2=O)cc1
  A: 91	B: 101	C: 97	D: 99	E: 107	F: 103	G: 114	H: 91

CCOC(=O)C(=O)CC(=O)c1ccccc1
  A: 100	B: 106	C: 93	D: 97	E: 106	F: 99	G: 101	H: 95

O=C1Nc2ccc(Cl)cc2/C1=N/N=C(c1ccccc1)c1ccccc1
  A: 88	B: 97	C: 85	D: 103	E: 117	F: 87	G: 99	H: 99

Further compounds.
Assay codes – A = MALME-3M; B = HS 578T; C = UACC-62; D = SK-MEL-2; E = SK-MEL-28; F = LOX IMVI; G = UACC-257; H = SK-MEL-5
O=C(Nc1ccc(NS(=O)(=O)c2ccccc2)c(Cl)c1)c1ccccc1
  A: 104	B: .	C: 80	D: 100	E: 107	F: 106	G: 108	H: 99

Clc1nn2c(Cn3cnc4c(Nc5ccccc5)ncnc43)nnc2c2ccccc12
  A: 84	B: 80	C: 61	D: 70	E: 90	F: 70	G: 75	H: 82

CCCCCN(CCCCC)CCC(O)c1cccc2ccccc12 (configuration not stated)
  A: 68	B: 89	C: 77	D: 91	E: 81	F: 31	G: 88	H: 48

C#C[C@]1(CO)O[C@@H](n2cnc3c(N)nc(F)nc32)C[C@@H]1O
  A: 98	B: 102	C: 97	D: 102	E: 105	F: 101	G: 100	H: 101

CCC[C@@]12Cc3ccccc3N[C@@H]1N(C)c1ccccc12
  A: .	B: 115	C: 97	D: 99	E: 103	F: 113	G: 104	H: 104

c1cc(-c2cnn(-c3ccc4cc(OCCN5CCCCC5)ccc4c3)c2)ccn1
  A: 70	B: 86	C: 98	D: 103	E: 97	F: 95	G: 95	H: 77

O=S(=O)(O)c1cc(N=Nc2ccc(O)c3ccccc23)ccc1/C=C/c1ccc(N=Nc2ccc(O)c3ccccc23)cc1S(=O)(=O)O
  A: 130	B: 104	C: 92	D: 116	E: 128	F: 105	G: 121	H: 101

Cc1ccc(C(=O)CCCC(=O)c2ccc(C)cc2C)c(C)c1
  A: 117	B: 120	C: 90	D: 118	E: .	F: 98	G: 81	H: 103

c1cc(OCCCCCOc2cccc(-c3nc4ccccc4[nH]3)c2)cc(-c2nc3ccccc3[nH]2)c1
  A: -14*	B: 25	C: 8.6*	D: 9.3*	E: 19	F: -28*	G: 23	H: -82*

Nc1ccc(NC(=O)Nc2ccc(N)cc2)cc1
  A: 94&90	B: 98&107	C: 106&100	D: 100&93	E: 107&103	F: 92&99	G: 94&94	H: 95&107

CCCCCCN(CCCCCC)CC(O)c1ccc(Br)c2ccccc12 (configuration not stated)
  A: 108	B: 103	C: 90	D: 101	E: 92	F: 81	G: 104	H: .

CNC(=O)c1c(NC(=O)c2ccccc2C(F)(F)F)sc2c1CCC(=O)C2
  A: 54	B: 40	C: 17	D: 88	E: 45	F: 22	G: 72	H: -17*

Cc1cc(-c2ccc(N=C=O)c(C)c2)ccc1N=C=O
  A: 107	B: 84	C: 101	D: 97	E: 98	F: 96	G: 101	H: 102

NS(=O)(=O)c1ccc(-n2nc(-c3ccc(Br)cc3)ccc2=O)cc1
  A: 55[100 µM]	B: .	C: 54[100 µM]	D: 67[100 µM]	E: 81[100 µM]	F: 68[100 µM]	G: 106[100 µM]	H: 65[100 µM]

COc1cc(/C=N/NC(=O)c2cnn(CC(O)c3ccccc3)c2N)ccc1OCc1ccccc1 (configuration not stated)
  A: 98	B: 97	C: 88	D: 94	E: 105	F: 91	G: 106	H: 86

CCCc1nc2ccccn2c1Nc1ccc(C(=O)NO)cc1
  A: 87	B: 95	C: 83	D: 92	E: 96	F: .	G: 76	H: 101

CC(=O)C1=C(C)NC(NN)=NC1c1ccc(Cl)cc1 (configuration not stated)
  A: 107	B: 101	C: 97	D: 110	E: 115	F: 94	G: 100	H: 103

CCCCC1COc2cccc3c2N1C=C/C3=C\C(=O)N(C)c1ccccc1 (configuration not stated)
  A: 60	B: 78	C: 36	D: 71	E: 75	F: 51	G: 53	H: 13

O=C(Cn1cc(CSc2nc3ccccc3o2)nn1)Nc1ccc(F)cc1F
  A: 106	B: 107	C: 111	D: 114	E: 114	F: 108	G: 103	H: 98

C/C(=N\NC(=S)Nc1ccc(C)cc1)c1sc(Nc2ccccc2)nc1C
  A: 122	B: 112	C: 79	D: 109	E: 89	F: 79	G: 120	H: 95

CCC(CCc1ccccn1)C(=O)c1ccccc1 (configuration not stated)
  A: 155	B: 124	C: 98	D: 100	E: 141	F: 101	G: 120	H: 103

Cc1ccc(-n2c(/C=C3\C(=O)Nc4ccccc43)ccc2CO)cc1
  A: 44	B: 87	C: 51	D: 81	E: 71	F: 62	G: 86	H: 74

C#CC(O)c1cn(Cc2ccccc2)c2ccccc12 (configuration not stated)
  A: 97	B: 107	C: 93	D: 100	E: 103	F: 96	G: 90	H: 96

CN(C)c1ccc2[nH]c3ccccc3c2c1
  A: 110	B: 104	C: 94	D: 105	E: 107	F: 109	G: 91	H: 104

CC[N+](CCCCCCCCCC[N+](CC)(c1ccccn1)c1ccccn1)(c1ccccn1)c1ccccn1
  A: -11*	B: 28	C: 0.4*	D: -59*	E: 15	F: -54*	G: -19*	H: -72*

An excerpt from above, reduced to HS 578T, UACC-62 and SK-MEL-2:
SMILES | HS 578T | UACC-62 | SK-MEL-2
Nc1ccc(NC(=O)Nc2ccc(N)cc2)cc1 | 98&107 | 106&100 | 100&93
CNC(=O)c1c(NC(=O)c2ccccc2C(F)(F)F)sc2c1CCC(=O)C2 | 40 | 17 | 88

The list continues.
SMILES	MALME-3M	HS 578T	UACC-62	SK-MEL-2	SK-MEL-28	LOX IMVI	UACC-257	SK-MEL-5
CCc1ccccc1NC(=S)Nc1ccccc1CC	83	88	95	115	106	96	104	93
CSc1nc(-c2ccc(O)cc2O)c2c(=O)[nH]c(Nc3ccc(S(=O)(=O)Nc4nc(C)cc(C)n4)cc3)nc2n1	80	119	93	81	98	99	124	109
COc1ccc(/C=C/c2c(C(=O)/C=C/c3ccccc3)c(C)nc3ccccc23)cc1	18	38	19	14	19	-82*	8.1*	21
CCOC(=O)c1cnn(CC(O)c2ccc(F)cc2)c1NC(=O)Nc1ccccc1F (configuration not stated)	93	97	74	111	101	101	107	76
CC1(C)CC[C@]2(CO)CC[C@]3(C)C([C@H](O)C[C@@H]4[C@@]5(C)CC[C@H](O)C(C)(C)[C@@H]5CC[C@]43C)[C@@H]2C1 (some centres not stated)	103	116	90	103	106	97	112	99
COC(=O)[C@]12CCC(C)(C)C[C@H]1C1=CC[C@@H]3[C@@]4(C)C/C(=C\c5cccnc5)C(=O)NC(C)(C)[C@@H]4CC[C@@]3(C)[C@]1(C)CC2	103	99	69	82	99	85	93	92
S=C(c1ccccc1)N1CCN(c2ccccc2)CC1	100	.	89	98	106	88	152	95

12 consecutive compounds out of the list so far, quoted:
SMILES	MALME-3M	HS 578T	UACC-62	SK-MEL-2	SK-MEL-28	LOX IMVI	UACC-257	SK-MEL-5
CCCCC1COc2cccc3c2N1C=C/C3=C\C(=O)N(C)c1ccccc1 (configuration not stated)	60	78	36	71	75	51	53	13
O=C(Cn1cc(CSc2nc3ccccc3o2)nn1)Nc1ccc(F)cc1F	106	107	111	114	114	108	103	98
C/C(=N\NC(=S)Nc1ccc(C)cc1)c1sc(Nc2ccccc2)nc1C	122	112	79	109	89	79	120	95
CCC(CCc1ccccn1)C(=O)c1ccccc1 (configuration not stated)	155	124	98	100	141	101	120	103
Cc1ccc(-n2c(/C=C3\C(=O)Nc4ccccc43)ccc2CO)cc1	44	87	51	81	71	62	86	74
C#CC(O)c1cn(Cc2ccccc2)c2ccccc12 (configuration not stated)	97	107	93	100	103	96	90	96
CN(C)c1ccc2[nH]c3ccccc3c2c1	110	104	94	105	107	109	91	104
CC[N+](CCCCCCCCCC[N+](CC)(c1ccccn1)c1ccccn1)(c1ccccn1)c1ccccn1	-11*	28	0.4*	-59*	15	-54*	-19*	-72*
CCc1ccccc1NC(=S)Nc1ccccc1CC	83	88	95	115	106	96	104	93
CSc1nc(-c2ccc(O)cc2O)c2c(=O)[nH]c(Nc3ccc(S(=O)(=O)Nc4nc(C)cc(C)n4)cc3)nc2n1	80	119	93	81	98	99	124	109
COc1ccc(/C=C/c2c(C(=O)/C=C/c3ccccc3)c(C)nc3ccccc23)cc1	18	38	19	14	19	-82*	8.1*	21
CCOC(=O)c1cnn(CC(O)c2ccc(F)cc2)c1NC(=O)Nc1ccccc1F (configuration not stated)	93	97	74	111	101	101	107	76

Compound activity from PubChem BioAssay.

Rows were taken by chance; 11% or so of the library scored in one or more.
